Screens deposited in PubChem BioAssay by several laboratories.
PME-1 inh – PME-1 (human) inhibition; recombinant PME-1, FP-Rh probe fluorescence polarization; Q9Y570; inhibition, % at 5.9 µM; actives 0.53% (n = 320,000);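 active means inhibition above the campaign mean of all compounds plus 3 SD, cut at about 26% in these data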;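 further: competitive labeling of PME-1 active site by serine hydrolase directed probe; 0% = PME-1 with DMSO and 100% = wells lacking PME-1 enzyme; inhibitors block probe labeling so polarization falls and inhibition rises; many of its hits are not listed in these tables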
Bcl-xL primary – inhibitors of human Bcl-xL; GST-Bcl-xL / FITC-Bim BH3 peptide fluorescence polarization; Q07817; inhibition, % at 10.9 µM; actives 0.7% (n = 320,000);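 active means inhibition above the mean of all tested compounds plus 3 SD, cutoff set per campaign, cut at about 30% in these data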;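 further: 0% = DMSO wells and 100% = unlabeled Bim-BH3 peptide competitor; inhibitors lower millipolarization by displacing the labeled peptide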
Target sequence (Q07817 whole entry, looked up): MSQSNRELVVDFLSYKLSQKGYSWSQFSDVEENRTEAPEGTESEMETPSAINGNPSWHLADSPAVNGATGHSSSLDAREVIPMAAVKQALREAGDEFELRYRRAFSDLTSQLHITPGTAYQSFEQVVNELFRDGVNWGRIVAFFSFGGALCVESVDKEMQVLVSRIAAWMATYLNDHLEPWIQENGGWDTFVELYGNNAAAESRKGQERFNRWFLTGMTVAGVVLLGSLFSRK
MCL1 BIM primary – inhibitors of human MCL1 binding to BIM-BH3 peptide | GST-MCL1 / FITC-Bim-BH3 fluorescence polarization | inhibition, % at 10.9 µM | actives 0.68% (n = 320,000) | AID 2057;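 active means inhibition above the mean inhibition of all tested compounds plus 3 SD, set per campaign, cut at about 40% in these data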;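 further: 0% = DMSO wells and 100% = unlabeled Bim-BH3 peptide control; higher means more loss of mP so more displacement of Bim peptide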
pPAFAH inh – inhibitors of human plasma PAF acetylhydrolase (pPAFAH); Q13093; recombinant pPAFAH, FP-rhodamine probe fluorescence polarization; inhibition, % at 3.39 µM; actives 1.5% (n = 330,000); AID 463082;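 active means inhibition above the mean inhibition across the screen plus 3 SD, cut at about 25% in these data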;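 further: inhibitors block binding of the rhodamine activity-based probe so polarization drops; 0% = enzyme with DMSO and 100% = wells lacking pPAFAH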
MEX-5 binding – C. elegans MEX-5 TCR-2 RNA binding activity; MEX-5/FITC-TCR2 RNA binding, fluorescence polarization; hits give low values; Q9XUB2; AID 1832; activity score (negative = inhibition of binding), % at 10 µM; actives 0.38% (n = 300,000);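 active means inhibition past about -25% in most replicates, and total fluorescence under double the plate's negative control median, limit read from the data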;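 further: 0% = DMSO and -100% = 5 µM competing unlabeled TCR2 RNA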
Target sequence (Q9XUB2 whole entry, looked up): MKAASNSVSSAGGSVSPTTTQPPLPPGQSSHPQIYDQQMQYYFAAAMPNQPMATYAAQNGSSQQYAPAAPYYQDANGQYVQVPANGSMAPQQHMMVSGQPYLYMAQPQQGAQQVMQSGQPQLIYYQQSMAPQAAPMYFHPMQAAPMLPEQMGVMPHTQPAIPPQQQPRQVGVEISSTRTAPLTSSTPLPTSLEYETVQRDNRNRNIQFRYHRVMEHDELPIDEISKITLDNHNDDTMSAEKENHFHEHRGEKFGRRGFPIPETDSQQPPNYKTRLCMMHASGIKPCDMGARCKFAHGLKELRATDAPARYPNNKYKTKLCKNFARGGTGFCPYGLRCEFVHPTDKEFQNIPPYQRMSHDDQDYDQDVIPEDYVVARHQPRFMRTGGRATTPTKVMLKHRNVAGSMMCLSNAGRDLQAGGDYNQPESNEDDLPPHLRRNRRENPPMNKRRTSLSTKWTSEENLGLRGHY
Fam108B counter – blocks mouse Fam108B hydrolase in RBBP9 counter-screen; recombinant Fam108B, FP-Rh probe fluorescence polarization; inhibition, % at 9.51 µM; actives 0.33% (n = 300,000); AID 1947;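 active means inhibition above the screen mean inhibition plus 3 SD, computed separately per campaign, cut at about 18% in these data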;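 further: inhibitors lower polarization as less probe binds the enzyme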
PAFAH1B2 inh – PAFAH1B2 (human) inhibition; P68402; inhibition, % at 3.39 µM; recombinant PAFAH1B2, FP-rhodamine activity probe, fluorescence polarization; actives 1.2% (n = 340,000);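 active means inhibition above the mean of all tested compounds plus 3 SD, cut at about 24% in these data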;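 further: 0% = enzyme with DMSO and 100% = wells lacking PAFAH1B2; many of its hits are not listed in these tables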
Target sequence (P68402 whole entry, looked up): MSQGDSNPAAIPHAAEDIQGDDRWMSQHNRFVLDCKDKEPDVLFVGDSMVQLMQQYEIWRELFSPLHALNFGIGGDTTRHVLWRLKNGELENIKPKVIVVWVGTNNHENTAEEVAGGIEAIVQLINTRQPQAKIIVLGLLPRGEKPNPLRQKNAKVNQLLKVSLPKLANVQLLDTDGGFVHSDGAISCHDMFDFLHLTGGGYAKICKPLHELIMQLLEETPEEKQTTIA
AHR activator – human AHR activation; P35869; AHR-responsive luciferase reporter cells, luminescence; activation, % at 5 µM; actives 2.5% (n = 320,000); in the data active means activation above about 47%;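 further: 0% = vehicle wells and 100% = reference agonist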
GLD-1 TGE inh – GLD-1-TGE RNA interaction inhibition (C. elegans); Q17339; purified GLD-1 + fluorescein TGE RNA, fluorescence polarization; inhibition, % at 5.96 µM; actives 0.44% (n = 320,000); AID 2280;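 active means percent inhibition above a per-plate cutoff, the plate mean of test compounds plus 3 SD, cut at about 30% in these data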;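 further: 0% = DMSO wells with GLD-1 and probe and 100% = wells lacking GLD-1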
* = called active by the depositor; . = no result given; & = joins results of further samples. This is a subset (hit frequency here may not be typical).

Start of the data: the first 3 entries (preview)
SMILES	PME-1 inh	Bcl-xL primary	MCL1 BIM primary	pPAFAH inh	MEX-5 binding	Fam108B counter	PAFAH1B2 inh	AHR activator	GLD-1 TGE inh
CC(=O)Nc1ccc(/C=N/N2CCCCC2)cc1	2.8	0.8	4.6	3.3	-1.0	0.3	1.9	1.1	3.5
CC1CCCN(CC(O)COc2ccc(Cl)cc2)C1 (stereo not given)	-4.5	3.0	6.8	3.5	-1.5	5.8	-0.8	-0.2	1.1
O=C(NC1CCCC1)c1ccc(COc2ccccc2Br)o1	4.5	3.5	0.3	3.2	-0.8	0.0	0.4	4.6	12.3

The listing, from the first entry:
SMILES	PME-1 inh	Bcl-xL primary	MCL1 BIM primary	pPAFAH inh	MEX-5 binding	Fam108B counter	PAFAH1B2 inh	AHR activator	GLD-1 TGE inh
CC(=O)Nc1ccc(/C=N/N2CCCCC2)cc1	2.8	0.8	4.6	3.3	-1.0	0.3	1.9	1.1	3.5
CC1CCCN(CC(O)COc2ccc(Cl)cc2)C1 (stereo not given)	-4.5	3.0	6.8	3.5	-1.5	5.8	-0.8	-0.2	1.1
O=C(NC1CCCC1)c1ccc(COc2ccccc2Br)o1	4.5	3.5	0.3	3.2	-0.8	0.0	0.4	4.6	12.3
O=C1C2C(C(=O)N1Cc1ccco1)C1C=CC2C12CC2 (stereo not given)	-5.7	0.8	-6.0	6.1	1.2	1.6	7.7	-1.1	-3.0
Cc1ccccc1C1C(C#N)=C2N=C(N)c3c(sc4c3CCCCC4)N2C2=C1C(=O)CCC2 (stereo not given)	8.1	61.4*	66.9*	23.1	-3.3	0.9	4.0	3.8	48.7*
COC(=O)c1oc2ccccc2c1NC(=O)c1ccccc1O	-14.5	-3.1	-8.8	-1.9	-0.6	-3.2	7.0	2.4	-1.4
O=[N+]([O-])c1ccc(N/N=C/c2cn(-c3ccccc3)nc2-c2ccccc2)cc1	-7.3	-30.5	-54.2	6.8	0.6	-3.9	-4.6	15.7	-25.8
O=C(Nc1nccs1)C1CC=CCC1C(=O)OCC(F)(F)C(F)F (stereo not given)	0.2	-0.4	5.1	-2.8	.	.	2.5	1.3	-6.0
COc1cc(CNCCN2CCOCC2)ccc1OCc1c(Cl)cccc1Cl	-2.2	2.1	4.7	4.7	-2.9	-1.7	.	-0.7	-0.7
O=C(Nc1ccc2c(c1)OCO2)c1ccc2c(c1)OCO2	1.5	2.1	10.8	5.8	-1.2	5.1	11.5	91.0*	3.1
CC(=O)c1cc(CN2CCC(N3CCC(C(=O)NC(C)C)CC3)CC2)cs1	3.1	2.4	9.8	1.7	1.6	1.2	-5.0	0.3	7.2
CCC(=O)c1ccc(N2CCN(C(=O)c3ccccc3F)CC2)c(F)c1	5.6	1.1	9.7	1.0	2.4	6.1	4.2	4.2	-0.5
CC1CN(C(=O)/C=C/c2cccc([N+](=O)[O-])c2)CC(C)O1 (stereo not given)	-1.7	2.2	2.3	-3.3	-0.5	6.2	1.2	18.2	7.8
CC1(C)SC2C(NC(=O)COc3ccccc3)C(=O)N2C1C(=O)O (stereo not given)	2.9&-3.1	3.6&-12.3	7.0&-2.1	0.4&-2.8	1.1	1.2&-4.4	-4.7&4.6	-2.7&3.4	1.0&-1.7
Cc1sc2nc(-c3ccccc3)[nH]c(=O)c2c1-c1ccccc1	-4.8	5.8	6.6	6.2	-2.7	-0.9	.	48.0*	3.7
Cc1cc(C)nc(NS(=O)(=O)c2ccc(NS(=O)(=O)c3ccccc3)cc2)n1	-0.7	3.1	6.8	8.7	1.6	4.8	15.4	-7.2	-2.0
Cc1cc(C(N)=O)c2cc(Br)ccc2n1	3.2	2.2	4.7	3.2	-0.2	-1.7	3.6	1.9	-0.7
Cc1c(NC(=S)NNC(=O)CCC(=O)O)c(=O)n(-c2ccccc2)n1C	0.6	7.7	6.0	2.6	-1.7	4.2	5.0	0.9	-4.7
COc1cc(/C=N/n2nnnc2N)ccc1OCC(N)=O	-1.4	3.8	1.9	-1.8	-2.8	2.6	-0.7	1.4	0.3
O=C(NCc1ccco1)C1CCN(S(=O)(=O)N2CCC3(CC2)OCCO3)CC1	0.9	-1.6	1.8	5.1	-0.7	-2.9	-1.3	0.4	6.3
CCCc1nnc(NC(=O)CCC(=O)N2CCN(Cc3ccc(C)cc3C)CC2)s1	-3.9	0.4	0.2	-0.9	3.9	1.9	5.0	1.2	-11.9
O=C(/C=C/c1cccs1)Nc1cccc(NC(=O)/C=C/c2cccs2)n1	-72.5	0.2	-8.3	-52.4	9.5	-57.1	-39.7	24.9	-14.1
Cc1cc(C(=O)CN2C(=O)NC(C)(CC(C)C)C2=O)c(C)n1-c1ccc2c(c1)OCO2 (stereo not given)	-8.7	3.8	-1.5	24.5	2.8	-0.8	-1.3	5.2	-2.2
Cc1cc(C)n(-c2ccc(Cl)c(C(=O)NCc3ccccc3)n2)n1	-0.3	-1.2	2.1	3.9	-0.6	5.2	-3.6	3.7	7.7
CCCCCc1ccc(C(=O)CCCC)c(=S)[nH]1	0.3	11.2	11.1	10.1	-1.8	0.3	0.4	2.0	1.8
CC(C)[C@H](NC(=O)[C@@H]1Cc2ccccc2CN1)C(=O)Nc1ccc2c(c1)OCO2	1.2	13.1	5.0	10.1	-3.9	0.3	4.0	20.4	-0.8
CCOC(=O)N1CCC(NCCNC(=O)c2ccc(Cl)cc2)CC1	-2.1	2.7	2.8	1.0	1.5	1.2	1.4	-0.6	1.4
Clc1cccc(C2Nc3cccc4cccc(c34)N2)c1	1.0	27.3	46.4*	13.9	-3.7	17.6	2.2	22.3	32.0*
CCOC(=O)CCc1nc2ccccc2[nH]1	0.6	5.8	5.1	-2.7	-1.6	2.5	-4.0	-0.2	5.2
COCC(C)n1c(SCC(=O)N2CCc3ccccc3C2)nc2ccccc2c1=O (stereo not given)	3.1	5.5	7.8	3.3	3.6	1.9	3.0	0.9	-3.4
Cc1ccc(NC(=O)CSc2nncn2N)cc1C	-3.0	5.7	10.3	-4.2	3.0	-0.5	4.5	18.3	6.7
O=C(N/N=C/c1ccncc1)c1ccccc1	3.5	4.7	-0.8	4.4	0.2	1.6	-0.6	9.2	4.8
Cc1ccccc1NC(=S)N(CCN1CCOCC1)Cc1ccccc1F	0.0	4.2	3.5	1.0	3.5	-3.1	5.0	3.0	11.2
NC(=NCCc1ccccc1)NS(=O)(=O)c1ccc2ccccc2c1	7.0	4.9	-0.5	-8.6	-0.8	-1.0	9.4	6.7	-1.9
O=S(=O)(c1ccc(F)c(F)c1)N1CCN(c2ccccn2)CC1	6.0	10.1	-1.0	3.1	-1.1	-3.9	6.8	1.4	-1.0
CC(C)c1ccc(OCC(=O)NC(C)c2ccccc2)cc1 (stereo not given)	3.3	-0.9	3.6	11.2	2.7	0.3	29.2*	27.6	-3.0
COc1ccc(CP(=O)(c2ccccc2)c2ccccc2)cc1	3.0	2.2	6.9	-0.7	-1.7	-0.2	1.8	-2.3	0.2
CCC(C)NC(=O)C(=O)NCc1ccccn1 (stereo not given)	-6.2	1.7	2.7	-0.6	0.1	-0.3	6.1	0.9	1.6
COC(c1ccccc1)c1nnc(CCC(=O)N(C)C(C2CC2)C2CC2)o1 (stereo not given)	2.2	5.8	9.8	4.8	-0.1	1.6	-2.6	10.5	2.7
O=C(/C=C/c1ccc(S(=O)(=O)N2CCOCC2)cc1)NC(=S)Nc1ccc(N2CCOCC2)cc1	-1.4	0.9	8.8	1.2	2.8	2.6	-3.1	6.4	0.3
N#Cc1c(CSCC(=O)O)cc(=O)n2c1[nH]c1ccccc12	-2.0	13.8	4.5	26.6*	-4.0	2.0	1.9	6.1	6.7
C=CCNc1nc(N)c(C(=O)Nc2cc(C)on2)s1	-0.9	1.0	5.3	3.0	-4.8	2.4	-4.5	40.4	11.1
CCCCN1C(=O)C(O)(CC(=O)c2ccccn2)c2ccccc21 (stereo not given)	-1.1	9.6	6.7	-2.0	2.1	6.2	2.5	1.3	12.6
Cc1cccc(NC(=O)c2cc3cc([N+](=O)[O-])ccc3s2)n1	-8.2	0.3	-9.4	1.1	-1.6	-19.9	-13.6	3.9	-2.7
O=C(CNC(=O)c1ccc([N+](=O)[O-])cc1)c1ccccc1	-4.8	2.0	7.8	-2.4	2.0	-2.4	-1.6	-4.9	-0.6
CN(C)c1ccc(/C(=N\O)c2ccccc2)cc1	0.6	3.2	-6.9	5.5	0.8	0.2	3.3	5.2	-5.2
Cc1ccc(-c2nn3c(C)nnc3s2)cc1NC(=O)c1cccnc1	3.0	-0.5	3.2	2.2	-2.7	-0.3	4.0	13.5	2.9
CN(C(=O)c1ccccc1Cl)c1ccccc1C(=O)NCCc1ccccc1	5.3	1.3	-4.0	2.8	0.5	-2.9	8.5	15.5	-2.5
CCCCN1C(=O)c2ccc(C(=O)NCc3ccco3)cc2C1=O	5.2	3.3	5.0	2.7	2.1	4.2	3.3	-1.3	-2.5
CCN(C(=O)CN1C(=O)S/C(=C\C=C\c2ccccc2)C1=O)C1CCS(=O)(=O)C1 (stereo not given)	-23.9	-0.8	4.3	9.5	2.0	-14.4	5.7	-2.3	-0.8
CCCCNC(=S)NC(C)(C)CO	-1.5	-2.7	5.6	3.4	0.8	-1.3	3.9	-0.8	-6.8
O=C(N/N=C/c1ccco1)c1ccc(C(=O)N/N=C/c2ccco2)o1	15.6	11.0	18.7	5.6	-0.3	10.8	18.2	86.0*	-3.0
CC1=CC(C)(C)Nc2ccc(OC(=O)CN3C(=O)c4cccc5cccc(c45)C3=O)cc21	7.1	36.0*	36.0	8.7	-1.4	5.8	1.7	-1.4	28.1
COc1ccccc1-c1cc(C(=O)Nc2cc(C)n(Cc3ccc(Cl)cc3)n2)no1	-0.9	-0.2	-3.1	1.4	.	-0.5	0.9	5.0	-3.5
CC(=O)N/C(=N/c1nc(C)cc(C)n1)Nc1cccc(C)c1	1.6	0.6	-9.4	4.9	5.3	2.1	5.7	26.5	-0.8
CC(=O)NC(CC(=O)OCC(=O)N1c2ccccc2NC(=O)C1(C)C)c1ccccc1 (stereo not given)	1.8	-2.0	-6.4	-2.0	.	.	8.9	-0.3	4.2
COc1ccc(S(=O)(=O)NC2CCSc3ccccc32)cc1OC (stereo not given)	4.5	9.9	8.8	0.9	0.9	-2.7	4.8	2.0	2.8
Fc1ccccc1CCNc1c2c(nc3ncnn13)CCCC2	4.7	8.9	3.1	-0.3	2.2	1.5	6.4	-4.2	-1.6
CN1CCN(NC(=O)c2cc([N+](=O)[O-])cc([N+](=O)[O-])c2)CC1	2.2	8.1	2.1	-0.3	-0.6	0.8	4.0	0.5	6.7
COc1cc(C2C(C#N)=C(N)Oc3cc(C)oc(=O)c32)cc(OC)c1OC (stereo not given)	3.8	0.3	-2.7	4.8	-1.0	1.2	7.5	-2.0	3.7

Later entries:
SMILES	PME-1 inh	Bcl-xL primary	MCL1 BIM primary	pPAFAH inh	MEX-5 binding	Fam108B counter	PAFAH1B2 inh	AHR activator	GLD-1 TGE inh
COc1ccc(C(=O)NCCOc2cccc(OC)c2)cc1	-0.1	2.0	5.0	1.0	-3.8	-0.8	-3.0	5.0	7.2
COc1ccc(CC(=O)N2N=C(C)CC2(O)c2cccnc2)cc1OC (stereo not given)	2.5	3.0	8.1	5.4	.	0.8	-0.2	2.2	-1.1
Cc1cc([N+](=O)[O-])cc2c1NC(=O)C2(O)N1CCOCC1 (stereo not given)	7.0	3.1	14.0	5.3	-2.3	4.4	5.4	0.3	-3.2
CCOc1ccccc1CN1CCN(CCCc2ccccc2)CC1CCO (stereo not given)	-3.6	2.3	10.2	4.7	0.5	-1.4	-4.9	2.4	4.3
